RMI-FANCM inh = disruptors of RMI1/RMI2 association with MM2 peptide – biochemical, fluorescence polarization, human, primary screen | RMI core complex (RMI1/RMI2) binding to FANCM MM2 peptide, human | RMI core complex with F-MM2 peptide; active compounds read low | FP signal (polarization) at 33 µM | actives 0.58% (n = 70,000) | AID 1159607, 2016; in the data active = FP signal below about 40; also: inactives centre near 61; strong numbers were not always called active; unit not given here
* marks the source's active call; other numbers are inactive results; & = joins results of further samples.

SMILES	RMI-FANCM inh
CC12CC3CC(C)(C1)CC(CN1CCOCC1)(C3)C2	65
Nc1nc(NCCOCCO)nc(NCc2ccccc2)c1[N+](=O)[O-]	56
CC(C)COc1ccc(S(=O)(=O)Nc2ccc3c(c2)C(=O)N(C)CCO3)cc1	64
O=C(CNS(=O)(=O)c1ccc(Cl)cc1)N1CCOC(c2ccccc2)C1 (configuration not stated)	72
COc1ccc2nc(-c3ccc(NC(=O)COc4ccc(Cl)cc4)cc3)cn2n1	90
NC(=O)CSc1nc2c(cnn2-c2ccccc2)c(=O)[nH]1	74
CCn1c(CSc2ccccc2)nc2ccccc21	55
CCOC(=O)c1c(NC(=O)CSc2nncn2C)sc2c1CCC2	61
CNC(=S)N1CCOC1c1ccc([N+](=O)[O-])s1 (configuration not stated)	53
CCOc1ccc(-c2cc3c(SCc4cccc(C)c4)nccn3n2)cc1Cl	81
CCOc1cc(S(=O)(=O)n2ccnc2C)c(OCC)cc1C	64
O=C(Nc1nnc(-c2ccco2)o1)c1cccc(N2C(=O)CCC2=O)c1	60
CCCS(=O)(=O)N1CCCc2cc(NS(=O)(=O)c3ccc(NC(=O)CC)cc3C)ccc21	54
CCCNS(=O)(=O)c1cc(Cl)c(OCC)cc1Cl	57
COc1ccc(-c2ccc(=O)n(CCCNC(=O)Nc3ccc4c(c3)OCO4)n2)cc1	55&67
N#C/C(N)=C(/C#N)N=Cc1cccs1	56
COc1ccccc1-n1c(O)c(C=C2N=c3ccccc3=N2)sc1=S	67
Cc1cc2cc(CNC(=O)c3ccccc3[N+](=O)[O-])ccc2[nH]1	60
Cc1ncc(COn2c(-c3ccccc3)nc3ccccc3c2=O)c(CO)c1O	53
CCS(=O)(=O)NCCn1ncc2c(N3CCOCC3)ncnc21	60
COc1ccc(S(=O)(=O)NCC(=O)N2CCOC(c3ccccc3)C2)cc1OC (configuration not stated)	69
COC(=O)c1c(NC(=O)c2cccc(F)c2)sc2c1CCN(C(C)=O)C2	79
CS(=O)(=NC(=O)c1cc2ccccc2o1)c1ccc(Cl)cc1 (configuration not stated)	70
O=[N+]([O-])c1cc(C(F)(F)F)cc([N+](=O)[O-])c1NC1CCS(=O)(=O)C1 (configuration not stated)	60
CN(C)CCN(C(=O)c1ccc(Cl)cc1Cl)c1nc2cc3c(cc2s1)OCO3	80
Cc1nn(-c2ccccc2)nc1C(=O)ON1C(=O)C2C3C=CC(O3)C2C1=O (configuration not stated)	54
O=C1CSC(=N/N=C\c2cc(Br)ccc2O)N1	58
Cc1c(C)c(C)c(C(=O)/C(=N\OCc2cccc(C#N)c2)c2ccccc2)c(C)c1C	54
CCOc1ccc(-c2noc(C3CCN(S(=O)(=O)c4cccs4)CC3)n2)cc1OC	70
Cc1noc(-c2ccccc2)c1NC(=O)NCC1COc2ccccc2O1 (configuration not stated)	65
C=CCNC(=O)Cc1csc(NC(=O)C2CC2)n1	55
CCOc1ccc(CC2S/C(=N/N=C\c3ccccc3Cl)NC2=O)cc1 (configuration not stated)	108
Cc1nn2c(SCC(=O)c3ccc(Br)cc3)nnc2[nH]c1=O	55
O=c1oc2ccc(Cl)cc2cc1S(=O)(=O)c1cccc(F)c1	61
CSc1nsc(SC)c1C(=O)Nc1cc(C(F)(F)F)cc(C(F)(F)F)c1	54
CN1CCN(C(CNC(=O)C(=O)NCc2ccc(Cl)cc2)c2ccc3c(c2)CCN3C)CC1 (configuration not stated)	57
COc1ccc(-c2nc(NC(=O)c3cccc(S(C)(=O)=O)c3)sc2C)cc1	53
C/C(=N/OC(=O)c1ccccc1)c1csc(-c2cc(C)on2)n1	56
CCOC(=O)c1oc2ccccc2c1NC(=O)COc1ccc(Cl)cc1Cl	84
CCCN1CCCc2cc(CCNS(=O)(=O)c3cc(CC)ccc3OC)ccc21	100
CC1CCc2c(C(=O)NCCc3ccccc3)csc2C1 (configuration not stated)	55
CC(C)c1nnc(NC(=O)/C=C/c2cccs2)s1	64
O=C(COc1ccc(Cl)cc1Cl)NCCn1ncc2c(=O)n(Cc3cccc(Cl)c3)cnc21	63
O=C(O)CCC(=O)Nc1ccc(NC(=S)NC(=O)c2cccc([N+](=O)[O-])c2)cc1	60
CC1CN(S(=O)(=O)c2ccc(C(=O)NNC(=O)c3ccc(Br)cc3)cc2)CC(C)O1 (configuration not stated)	63
Cc1[nH]c(=S)[nH]c(=O)c1Oc1cccc(C(F)(F)F)c1	58
CC(=O)Nc1ccc(S(=O)(=O)N(CCOC(C)=O)C(C)C)cc1	53
O=C1c2ccccc2S(=O)(=O)N1CC1CC(c2ccccc2Cl)=NO1 (configuration not stated)	58
C[C@H]1O[C@@H](O[C@H]2[C@@H](O)C[C@H](O[C@H]3[C@@H](O)C[C@H](O[C@H]4CC[C@@]5(C)[C@H](CC[C@@H]6[C@@H]5C[C@@H](O)[C@]5(C)C(C7=CC(=O)OC7)CC[C@]65O)C4)O[C@@H]3C)O[C@@H]2C)C[C@H](O)[C@@H]1O (some centres not stated)	64
Cc1ccc(SCCCC(=O)Nc2nnc(-c3cc(C)n(C)n3)o2)cc1	69

Of the compounds above, two have a cyano group:
SMILES	RMI-FANCM inh
N#C/C(N)=C(/C#N)N=Cc1cccs1	56
Cc1c(C)c(C)c(C(=O)/C(=N\OCc2cccc(C#N)c2)c2ccccc2)c(C)c1C	54

(more compounds)
SMILES	RMI-FANCM inh
COc1cc(C(C)=O)ccc1OCC(=O)NCCOc1cccc(C(F)(F)F)c1	67
CCCCn1c(CSc2ccccn2)cn(-c2nnc(C(C)(C)C)s2)c1=O	48
Cc1cc(=O)[nH]c(SC/C=C/c2ccccc2)n1	59
COc1cccc(CNC(=O)C(=O)Nc2cc(C)nc3ccccc23)c1	82
CN/N=C\c1ncc(C(F)(F)F)cc1Cl	57
CCc1ccc(OC)c(S(=O)(=O)NCCc2ccc(N(C)C)cc2)c1	70
Cc1ccc(C)c(Cn2cc(SCC(=O)NCc3ccc4c(c3)OCO4)c3ccccc32)c1	60
CCN(CC)C(=O)[C@]1(c2ccccc2)C[C@@H]1CN	65
Nc1c2c(=O)[nH]c(-c3ccccc3)nc2nn1-c1ccccc1	57
Cn1cnc2c(cnn2C2CCS(=O)(=O)C2)c1=O (configuration not stated)	65
COc1cccc(CNC(=O)Nc2c[nH]c3ccccc23)c1	53
O=C(Cn1cnc2c(cnn2C2CCS(=O)(=O)C2)c1=O)Nc1ccccc1F (configuration not stated)	63
O=C(Nc1nc(-c2cc3ccccc3oc2=O)cs1)c1ccc(C(=O)c2ccccc2)cc1	69
CC(=O)c1cccc(NC(=O)c2sc3nc(-c4ccccc4)cc(-c4ccc(N(C)C)cc4)c3c2N)c1	500
Cc1ccc2nc3c(ccc4c(-c5ccccc5)[nH][nH]c43)c2c1	57
Nc1nccnc1C(=O)NNC(=O)c1cccc(C(F)(F)F)c1	53
COc1ccc(Cn2cnc3c4ccccc4n(CC(=O)NCCc4ccccc4)c3c2=O)cc1	116
CS/C(=C(\C#N)C(=O)C1CC1)N1CCOCC1	52
CC(=O)Nc1ccc(S(=O)(=O)Nc2ccccc2Oc2ccc(Cl)cc2Cl)cc1	57
Cc1ccc(NC(=O)c2ccc3ccccc3c2)cc1N1CCCC1=O	54
COC(=O)C1CSCC/C1=N/Nc1ccc(Cl)cc1Cl (configuration not stated)	55
Cc1ccc(NC(=O)CN2CCC(C(=O)NCCc3ccccc3)CC2)cc1	56
CNCCc1ccccn1	60&63
CC(C)c1nccn1S(=O)(=O)c1cccc([N+](=O)[O-])c1	61
Cc1nnc(NC(=O)c2cccs2)s1	63
COc1ccc(CC(=O)NCC2CCN(Cc3cccs3)CC2)cc1	73
O=C(Nc1cccc(Cl)c1)Nc1nccs1	60
Cc1ccc(-n2c3c(c(=S)[nH]c2=O)CCC3)cc1C	66
CN(C)c1ccc(C(=O)Nc2nc3ccc(Br)cc3s2)cc1	52
N#Cc1cnc(Oc2ccc(Cl)cc2)nc1N	49
O=C(CSC(F)(F)F)Nc1ccc(I)cc1	59
Cc1noc(C)c1C(=O)NCc1ccc(-c2csnn2)cc1	57
O=C(NCCN1CCN(Cc2ccccc2)CC1)Nc1ccc2ccccc2c1	55
Cc1cc(C)c(NC(=O)COC(=O)c2ccco2)c(C)c1	65
Cn1cnnc1Sc1cc(C#N)c(C#N)cc1Sc1nncn1C	59
O=C(Nc1ccc2c(c1)N(C(=O)c1ccco1)CCC2)c1cc2ccccc2oc1=O	60
O/N=C\c1[nH]ncc1Br	55
COc1ccc(NC(=O)CSc2nccn2Cc2ccco2)cc1	71
O=C(NCCCn1ccnc1)C(=O)NCC1OCCCN1S(=O)(=O)c1cccs1 (configuration not stated)	64
CC(C)Cn1c(SCc2ccc([N+](=O)[O-])cc2)nc2cc(C(=O)NC(C)C)ccc2c1=O	66
O=C(/C=C/c1ccccc1)Nc1nnc(-c2ccc(Br)cc2)o1	54
COc1ccc(Cn2c(=O)c3nccnc3n(CC(=O)Nc3ccc(C)cc3)c2=O)cc1	62
COc1cc(C(=O)N2CCCCCC2=O)cc(OC)c1OC	60
N#CC1(NCCc2ccccc2)CCN(Cc2ccccc2)CC1	58
COc1ccc(/C=C/C(=O)CCc2c[nH]c3ccccc23)cc1	67
CCS(=O)(=O)Nc1cccc(C2=NN(S(=O)(=O)CC)C(c3cccc([N+](=O)[O-])c3)C2)c1 (configuration not stated)	70
CC(=O)Nc1cccc(NC(=O)C(=O)NCC(c2ccc3c(c2)CCCN3C)N2CCN(C)CC2)c1 (configuration not stated)	61&62
Cc1cc(NNS(=O)(=O)c2cc(C(F)(F)F)cc(C(F)(F)F)c2)nc2c1c(C)nn2C	63
Cc1nnc(C2CCCN(C(=O)c3ccccc3)C2)s1 (configuration not stated)	61
CCOc1ccc(-c2csc(-n3nc(C)cc3NC(=O)c3ccc(C)c([N+](=O)[O-])c3)n2)cc1	79

Sorted by number of heavy atoms (descending): some entries from above.
SMILES	RMI-FANCM inh
CCOc1ccc(-c2noc(C3CCN(S(=O)(=O)c4cccs4)CC3)n2)cc1OC	70
CSc1nsc(SC)c1C(=O)Nc1cc(C(F)(F)F)cc(C(F)(F)F)c1	54
N#CC1(NCCc2ccccc2)CCN(Cc2ccccc2)CC1	58

More compounds
SMILES	RMI-FANCM inh
O=C(NCc1cccs1)c1nnc(-c2ccccc2)o1	70
O=c1c2ncccc2n(Cc2ccc(Br)cc2)c(=O)n1Cc1ccc(Cl)cc1	55
Cc1cccc(C)c1NC(=O)C(C)N1CCCCC1 (configuration not stated)	51
CN(C)C(=O)c1ccc(Oc2cc(Cl)cc(Cl)c2)o1	55
Cc1ccc(C(CNC(=O)CCc2ccccc2)N(C)C)cc1 (configuration not stated)	51
COc1ccc(SCC(=O)Nc2nc3ccc4sc(C)nc4c3s2)cc1	54
NCCCC[C@H](N[C@@H](CCc1ccccc1)C(=O)O)C(=O)N1CCC[C@H]1C(=O)O	61&48
CC(=O)Nc1cccc(NC(=O)CSc2nc(CC(=O)Nc3ccc(C(C)=O)cc3)cs2)c1	63
O=c1c2cc(-c3ccccc3)sc2ncn1/N=C\c1ccc2c(c1)OCO2	57
CNc1nn(CC(=O)Nc2ccc(C)c(Cl)c2)c(N)c1-c1nc(-c2ccc(Cl)cc2)no1	114
COc1ccc(C(=O)Nc2ccc3c(c2)CCC(=O)N3Cc2ccccc2)c(OC)c1OC	64
CS(=O)(=N/C=C(\C#N)S(=O)(=O)c1ccc(C(F)(F)F)cn1)c1ccc(Cl)cc1 (configuration not stated)	57
C=CCn1c(SCC(=O)c2cc(C)n(-c3ccccc3)c2C)nc2sc3c(c2c1=O)CCC(C)C3 (configuration not stated)	59
CC(=O)ON=C1c2cc([N+](=O)[O-])ccc2-c2ccc([N+](=O)[O-])cc21	60
O=C(CN1C(=O)c2ccccc2S1(=O)=O)NCCc1c[nH]c2ccccc12	56
O=C(CC(NCc1ccco1)C(=O)O)Nc1cccc(C(F)(F)F)c1 (configuration not stated)	59
O=C(CC(c1ccccc1)c1ccccc1)NCCCn1ncccc1=O	60
CCOc1ccc(Nc2n[nH]c(=S)n2-c2ccc(OCC)cc2)cc1	59
Cn1c(=O)n(Cc2c(F)cccc2Cl)c(=O)c2c1nc1n2CCCN1Cc1ccco1	58
COc1ccc(S(=O)(=O)NCC(c2ccsc2)N(C)C)cc1Cl (configuration not stated)	61
Cc1noc(C)c1NC(=O)NCCN1CCOCC1	55
C=C1CC2CC(=O)CC(C1)C2	56
Cc1cc(NC(=O)CSC2=NCCS2)no1	60
CCOc1ccc(S(=O)(=O)NCCCN2CCN(c3ccccc3)CC2)cc1F	61
COc1cccc2c1CCC1=CC(=O)CC[C@@]12C	65
CN(C)S(=O)(=O)Nc1cccnc1	64
O=[N+]([O-])c1ccc(C2OCC3(CO)COC(c4ccc([N+](=O)[O-])cc4)N23)cc1 (configuration not stated)	61
COC(=O)CCC(C)C1CCC2C3CCC4C[C@H](O)CC[C@]4(C)C3C[C@H](O)[C@]12C (some centres not stated)	65
CCOC(=O)c1oc2ccccc2c1NC(=S)NC(=O)c1ccccc1	62

Four of the compounds above, with each value named:
> CC(C)Cn1c(SCc2ccc([N+](=O)[O-])cc2)nc2cc(C(=O)NC(C)C)ccc2c1=O
  RMI-FANCM inh: 66
> O=C(/C=C/c1ccccc1)Nc1nnc(-c2ccc(Br)cc2)o1
  RMI-FANCM inh: 54
> COc1ccc(Cn2c(=O)c3nccnc3n(CC(=O)Nc3ccc(C)cc3)c2=O)cc1
  RMI-FANCM inh: 62
> COc1cc(C(=O)N2CCCCCC2=O)cc(OC)c1OC
  RMI-FANCM inh: 60

Screens deposited in PubChem BioAssay by Small Molecule Screening Facility, UW Madison.

Only part of the results is shown. The share of hits here may be higher or lower than overall.
